Screening data as filed in PubChem.
Siah-1 displacement = blockers of Siah-1 interaction with plectin peptide – biochemical, fluorescence polarization, rhodamine-plectin, uHTS, primary screen (AID 1817); Siah-1 / rhodamine-plectin peptide fluorescence polarization; higher % means a stronger effect; displacement, % at 20 µM; hits with a dose series show IC50 in µM; hit rate 0.02% among 290,000;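 active = displacement of at least 50% at 20 µM, with a fluorescence ratio check between 0.3 and a set limit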;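 also: plate controls were Siah plus tracer with DMSO for no effect and tracer alone without Siah for full effect; strong numbers were not always called active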
KOR beta-arrestin-1 = KOR antagonists, beta-arrestin recruitment, cell-based, luminescence, uHTS (AID 1778); KOR beta-arrestin recruitment, luminescence, antagonist mode; higher % means a stronger effect; one-dose inhibition, % at 10 µM; IC50 in µM for titrated hits; hit rate 0.091% among 290,000; in the data active = inhibition above about 50%; also: strong numbers were not always called active
HIV fusion peptide = cell-free HIV fusion peptide-binding blockers – biochemical, uHTS, fluorescence dequenching, primary screen (AID 1986). hit rate 0.3% among 290,000. cell-free peptide binding, fluorescence dequenching, 30 min; higher % means a stronger effect. inhibition, % at 20 µM, or IC50 in µM where a hit was titrated; in the data active = inhibition mostly above about 52%, no sharp cut-off; inactive = mostly below about 76%; also: some results filed as inactive read as strong as hits
GPR55 beta-arrestin = GPR55 agonists via beta-arrestin recruitment, primary screen, imaging, U2OS cells, beta-arrestin-GFP redistribution (AID 1961) | activation, % at 10 µM; hits with a dose series show EC50 in µM | hit rate 0.048% among 290,000 | U2OS GPR55 beta-arrestin-GFP redistribution imaging; higher % means a stronger effect;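 active = activation above 40% with more than 50 cells counted in the well; inconclusive = wells holding fewer than 50 cells, flagged as toxic or sparse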;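 also: U2OS osteosarcoma cells stably expressing GPR55 and beta-arrestin-GFP; plate controls were DMSO negative control for no effect and LPI positive control for full effect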
NOD1 NF-kB reporter = NOD1 signaling inhibitors, primary screen, cell-based, luminescence, uHTS (AID 1578). NOD1-driven NF-kB luciferase reporter cells, luminescence; higher % means a stronger effect. inhibition, % at 4 µM, or EC50 in µM where a hit was titrated. hit rate 1% among 290,000; in the data active = inhibition mostly above about 36%, no sharp cut-off; inactive = mostly below about 34%;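 also: HEK-293T reporter cells stimulated with the NOD1 agonist gamma-tri-DAP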
AID2073 = disruptors of CaV2.2 binding to Mint1 – biochemical, HTRF (AID 2073) | hit rate 0.19% among 290,000 | one-dose inhibition, % at 20 µM; IC50 in µM for titrated hits | HTRF protein-protein interaction, Mint1-CaV2.2; higher % means a stronger effect; in the data active = inhibition mostly above about 51%, no sharp cut-off; inconclusive = no clear call, values can overlap the other calls; inactive = mostly below about 53%; also: some results filed as inactive read as strong as hits
KOR beta-arrestin-2 = kappa opioid receptor activators – cell-based, luminescence, uHTS, primary screen (AID 1777) | activation, % at 10 µM, or EC50 in µM where a hit was titrated | hit rate 0.02% among 280,000 | KOR beta-arrestin recruitment, luminescence; higher % means a stronger effect; in the data active = activation above about 50%, passing the limit was not always enough; also: a part of the inactive calls stands beside numbers as strong as those of hits
GPR55 LPI antagonism = inhibition of LPI-stimulated GPR55 beta-arrestin translocation – imaging, U2OS, beta-arrestin-GFP, LPI agonist, primary screen (AID 2013); hit rate 0.13% among 290,000; inhibition, % at 10 µM, or IC50 in µM where a hit was titrated; U2OS GPR55 beta-arrestin-GFP translocation imaging, LPI antagonism; higher % means a stronger effect;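 active = spots per cell inhibited over 60%, with over 100 cells counted and total cytoplasm intensity under 500,000; inconclusive = wells with under 100 cells, flagged as likely toxic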;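 also: U2OS cells stably carrying GPR55 and arrestin-GFP stimulated by 5 µM LPI near EC80; imaged beta-arrestin-GFP aggregate spots per cell after agonist stimulation; plate controls were LPI-stimulated DMSO wells for no effect and DMSO wells without LPI for full effect; some results filed as inactive read as strong as hits; confirmed hits need IC50 under 10 µM and bright autofluorescent wells are also inconclusive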
GPR35 arrestin U2OS = inhibition of zaprinast-stimulated GPR35 beta-arrestin translocation – imaging, U2OS, beta-arrestin-GFP, zaprinast agonist, primary screen (AID 2058) | inhibition, % at 10 µM; hits with a dose series show IC50 in µM | U2OS GPR35 beta-arrestin-GFP translocation imaging, zaprinast antagonism; higher % means a stronger effect | hit rate 0.052% among 290,000;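 active = inhibition of at least 50% with at least 30 cells and total cytoplasm GFP at most 10,000,000; inconclusive = under 30 cells or total GFP of 10,000,000 plus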
* hit, by the source's call; ? = inconclusive; / = no result given; [ ] = another dose, or the depositor's remark. Some of the compounds tested; count on the stated rates, not on these rows.

Each structure is followed by: Siah-1 displacement, KOR beta-arrestin-1, HIV fusion peptide, GPR55 beta-arrestin, NOD1 NF-kB reporter, AID2073, KOR beta-arrestin-2, GPR55 LPI antagonism, GPR35 arrestin U2OS
Cc1ccc(Oc2nsnc2N2CCOCC2)cc1
 : 11%, 1%, 0.7%, 0.4%, -37%, 8%, 4.2%, 1%, -3%
CC(=O)Nc1c(Br)cc(N2C(=O)CCC2=O)cc1Br
 : 0%, 2%, 1.7%, -0.3%, -12%, -2%, -1.1%, -7%, 13%
CSc1ccc(/C=N/NC(=O)CNc2ccc3ccccc3c2)cc1
 : 3%, -2%, -2.4%, -0.4%, -17%, -9%, -5.4%, 19%, -9%
CCCN1C(=O)/C(=C/c2ccco2)SC1=Nc1ccc(OC)cc1
 : -9%, -28%, 13%, -0.1%, 24%, 7%, -1.7%, -10%, 7%
CCOc1ccc(CC(=O)OCN2C(=O)c3ccccc3C2=O)cc1
 : -3%, -18%, -2.7%, 0.2%, -3%, -34%, -1.2%, 7%, 5%
CC(C)CCN1CC(=O)N2[C@@H](Cc3c([nH]c4ccccc34)C2(C)C)C1=O
 : 14%, -4%, 0.9%, -0.2%, -10%, 4%, 1.4%, -2%, -5%
Cc1cc(Cl)ccc1OC(C)c1nnc(N)s1 (configuration not stated)
 : 2%, -4%, -2.8%, -0.1%, -8%, -3%, -4.1%, 7%, 9%
Cc1ccc(N(CC(=O)NC(C)(C)C)C(=O)CCC(=O)Nc2nccs2)cc1C
 : -5%, -19%[20 µM], -0.5%, 0.0%, -8%, 5%, -2.4%, -3%, 4%
COC(=O)C(C)Sc1nc2c(c(=O)n(C)c(=O)n2C)n1CCC(C)C (configuration not stated)
 : 16%, -7%, 4.8%, -0.2%, -24%, -5%, 4.7%, -9%, 7%
Cc1ccc(S(=O)(=O)Oc2ccc(/C=N/N=C3/NC(=O)C(CC(=O)O)S3)cc2)cc1[N+](=O)[O-] (configuration not stated)
 : -1%, 6%, 23%, 1.5%, -17%, 2%, 2.3%, -10%, 0%
CN(C[C@H](Cc1ccccc1)N(C[C@H](CC1CCCCC1)N(CCc1ccccc1)N=O)N=O)N=O
 : 6%, -5%, 1.4%, 0.2%, -28%, 18%, -4.6%, 6%, 2%
Cn1cc(Cl)c(/C(N)=N/OC(=O)c2ccccc2C(F)(F)F)n1
 : 3%, -17%, 1.2%, -0.2%, -60%, -3%, -0.1%, 6%, -1%
Cc1nn(CCC(=O)Nc2cccc(C#N)c2)c(C)c1S(=O)(=O)N1CCCCC1
 : 1%, -38%, 0.7%, -0.2%, 18%, 2%, 3.1%, -11%, 7%
Cc1c(C(=O)/C=C/N(C)C)nnn1-c1ccc(F)c(Cl)c1
 : 8%, 19%, 2.6%, 0.7%, 1%, 4%, 3.0%, 12%, -10%
CCOC(=O)COc1ncn(-c2ccccc2)n1
 : 5%, 9%, 5.5%, -0.1%, -1%, 0%, -6.1%, 10%, -10%
Cn1c2ccc(Br)cc2c2nnc(SCC(=O)O)nc21
 : 1%, -5%, -1.5%, -0.1%, -23%, -5%, -3.1%, -5%, -7%
O=C(N1CCOCC1)N1CCN(c2nc(-c3ccc(F)cc3)cs2)CC1
 : -2%, -1%, 0.2%, 0.0%, -13%, -8%, -1.2%, 32%, 5%
COc1ccc(N2CC(C(=O)N[C@@H](C)C(=O)NCCc3ccccc3)CC2=O)cc1 (some centres not stated)
 : 1%, -35%, 1.8%, -0.1%, -18%, -6%, 1.5%, -2%, 1%
CCCNC(=O)CN(Cc1ccccc1F)S(=O)(=O)c1ccc(C)cc1
 : -2%, -24%, -1.9%, -0.1%, -10%, 4%, 1.5%, 9%, -7%
Cc1ccc(C)c(N(C(=O)c2csnn2)C(C(=O)NC2CCCCC2)c2cccnc2)c1 (configuration not stated)
 : 0%, -25%, -0.1%, -0.2%, -12%, 2%, 3.8%, -9%, 0%
O=C(NCCO)c1ccc2nc(-c3ccco3)c(-c3ccco3)nc2c1
 : 23%, -7%, 32%, 0.2%, -11%, ?, 4.2%, -4%, -11%
CSc1cccc(NC(=O)CN(C)S(=O)(=O)c2ccc(C)cc2)c1
 : -1%, -26%, 3.9%, -0.2%, 0%, 0%, -9.7%, 20%, -5%
CC/C=C/C(=O)N1CC2(CC(c3cccc(NC(=O)COc4ccc(Cl)cc4)c3)=NO2)C[C@H]1C(N)=O (some centres not stated)
 : -6%, 11%, 0.7%, -0.1%, 6%, 2%, 0.9%, -8%, -14%
Cc1ccc(NC(=O)CCn2cccc2)cc1F
 : 3%, 1%, 1.9%, -0.1%, -24%, -8%, -7.1%, -12%, -10%
Cn1c(SCc2ccc(Br)cc2)nc2c(c1=O)SCC2
 : 11%, -13%, -3.4%, 1.3%, 1%, 2%, 0.3%, 1%, -9%
CCCSc1nnc(N)s1
 : -4%, -6%, 0.4%, 0.5%, -26%, -7%, 2.9%, 2%, 13%
O=C(NCCc1ccccc1)C1CCCN1C(=O)NCc1ccccc1 (configuration not stated)
 : 2%, 0%, -0.1%, 0.2%, -20%, 26%, -8.0%, -14%, 5%
CCC(CO)[n+]1c(C)cc(/C=C2\Sc3ccccc3N2Cc2ccccc2)cc1C (configuration not stated)
 : 8%, -14%, 3.3%, 0.0%, 76%*, -12%, -1.2%, ?, ?
CN(C)S(=O)(=O)c1cccc(NC(=O)COC(=O)c2ccc([N+](=O)[O-])o2)c1
 : 7%, -14%, -1.0%, 0.1%, -31%, 11%, 3.3%, 17%, -6%
CCc1nnc(NC(=O)C(c2ccccc2)c2ccccc2)s1
 : 5%, -3%, 1.0%, 0.5%, 24%, 13%, -1.8%, 3%, -13%
CCOC(=O)COc1c(-c2ccc(OC)cc2)oc2ccccc2c1=O
 : 3%, -36%, -2.7%, 0.5%, -11%, 8%, 8.7%, 0%, 2%
N#CC1=C(Nc2ccccc2)SC=C(c2ccc(Br)cc2)N=C1N1CCOCC1
 : -4%, 12%, 0.7%, -2.3%, -5%, -11%, 3.1%, 11%, 8%
COc1ccc(C2C3=C(N=C4SCC(=O)N42)c2ccccc2CC3)cc1 (configuration not stated)
 : -2%, -11%, 2.9%, 0.0%, 12%, -6%, 1.4%, -19%, 0%
CC(C)OC(=O)c1cc(-c2ccc(C=O)o2)ccc1Cl
 : 2%, /, 6.5%, -0.2%, -24%, 5%, -1.7%, -2%, 5%
COc1ccc(-n2c(SCC(=O)N3CCCC(C)C3)nnc2-c2cccnc2)cc1 (configuration not stated)
 : 1%, -7%, 0.4%, -0.2%, -16%, 38%, 6.5%, -2%, 18%
CCOC(=O)c1csc(NC(=O)c2cc3ccccc3o2)n1
 : 2%, 16%, 0.2%, -0.4%, -4%, 8%, -2.2%, 1%, -1%
O=C(Cn1nc(-c2ccccc2)c2ccccc2c1=O)Nc1cccc(O)c1
 : 12%, -13%, 1.5%, 0.3%, -41%, 9%, 2.5%, -5%, 18%
CN(C)S(=O)(=O)n1cc(/C=C(\NC(=O)c2ccccc2Cl)C(=O)NCCN2CCOCC2)c2ccccc21
 : -4%, -7%, 0.0%, -0.2%, 10%, 16%, -3.2%, -4%, 1%
Cc1ccc(N2CC(C)Cn3c2nc2c3c(=O)[nH]c(=O)n2C)cc1C (configuration not stated)
 : 12%, 18%, 0.3%, 0.2%, -6%, 11%, -4.4%, 0%, 2%
O=C1CNC(=O)/C1=C/c1ccc(O)cc1
 : -3%, 20%, -2.4%, -0.1%, 28%, 8%, -1.8%, 8%, 16%
O=C(c1cccs1)C1CCCN(Cc2nc(Cc3ccccc3F)no2)C1 (configuration not stated)
 : 2%, -20%, 1.1%, -0.3%, -22%, 11%, 5.8%, 15%, -3%
Cc1nonc1OCC(C)(COc1nonc1C)NC(=O)c1ccccc1
 : 0%, 28%, -0.3%, -0.4%, -24%, -3%, 2.2%, 14%, 0%
CCN(CC)C(=O)Cn1c(=O)n(CCCC(=O)NCc2ccccc2)c(=O)c2sccc21
 : 7%, -6%, -1.5%, 0.1%, -30%, -1%, -8.3%, 5%, 13%
CN(C)CCSc1nnc2[nH]c3ccccc3c2n1
 : 7%, /, 1.3%, 0.5%, -18%, 4%, -3.2%, 8%, -2%
O=C1S/C(=C\C=C\c2ccco2)C(=O)N1c1ccccc1
 : 44%, 4%, 55%, 0.5%, -28%, ?, -3.9%, 14%, 0%
CCc1cc2c(=O)c(-c3nc4ccccc4n3C)coc2c(CN2CCOCC2)c1O
 : -8%, -54%, -1.1%, -0.3%, 12%, 13%, -3.6%, 7%, 18%
COc1c2ccoc2c(OC(C)=O)c2oc(C)cc(=O)c12
 : -3%, 18%, 0.1%, 0.0%, 0%, 6%, -0.6%, 8%, -9%
COc1ccc(Cc2nnc(SCC(=O)Nc3ccc(N4CCOCC4)cc3)o2)cc1
 : 10%, -30%, 2.2%, 0.2%, 10%, -2%, 1.5%, -6%, 14%
C=CCn1c(N2CCCC2)nc2c1c(=O)n(C)c(=O)n2C
 : -3%, -37%, -0.2%, -0.2%, 61%, 8%, 3.7%, 5%, -5%
C#CCOCCOCCOCCNc1nc(N2CCN(C(=O)[C@H](CCCCN)n3cc(C(N)COC(=O)C(F)(F)F)nn3)CC2)nc(N2CCN(C(=O)[C@H](CCCCN)n3cc(C(N)CC(C)C)nn3)CC2)n1 (some centres not stated)
 : 2%, 4%, 1.2%, 0.7%, -8%, 12%, 0.6%, 0%, 0%
O=P(CCCO)(Cc1ccccc1)Cc1ccccc1
 : -2%, -24%, -1.0%, 0.2%, -20%, 6%, 6.4%, -4%, -8%
COc1ccc(Cn2c(C)c(C)c(C#N)c2NC(=O)Nc2cccc(Cl)c2)cc1
 : 0%, 2%, -2.0%, -0.1%, -97%, 0%, -1.4%, 6%, 7%
Cc1[nH]c(=O)[nH]c(=O)c1CSc1nnc([C@H](CC(C)C)NC(=O)OC(C)(C)C)o1
 : -1%, -31%, 0.4%, -0.1%, -2%, -14%, -2.7%, -11%, -11%
CN(CCNC(=O)c1ccc(CS(=O)(=O)c2ccc(Br)cc2)o1)CCc1ccccc1
 : 0%, 5%, -1.4%, -0.2%, 2%, 18%, -5.2%, 1%, 13%
Cc1cc(C)nc(-n2ncc3c2CC(c2ccc(C(C)C)cc2)CC3=O)n1 (configuration not stated)
 : -1%, -34%, -1.9%, 0.2%, -13%, 5%, 4.3%, -8%, -5%
CCOc1ccc(N2C(=O)C3=C(C(c4ccc(Cl)cc4)=NCCN3)C2c2cccnc2)cc1 (configuration not stated)
 : 7%, 8%, 2.3%, 1.2%, -21%, ?, -5.7%, -10%, -6%
